# High-throughput results deposited in PubChem BioAssay by several laboratories.
# HIV fusion peptide – inhibitors of HIV fusion peptide binding, primary screen, biochemical, uHTS, fluorescence dequenching (AID 1986). inhibition, % at 20 µM; hits with a dose series show IC50 in µM. 290,000 compounds, 0.3% hits. cell-free peptide binding, fluorescence dequenching, 30 min; higher % means a stronger effect; in the data active means inhibition mostly above about 52%, no sharp cut-off; inactive means mostly below about 76%; further: some results filed as inactive read as strong as hits
# NOD1 NF-kB reporter – NOD1 signaling inhibitors, primary screen, cell-based, luminescence, uHTS (AID 1578); 290,000 compounds, 1% hits; inhibition, % at 4 µM; hits with a dose series show EC50 in µM; NOD1-driven NF-kB luciferase reporter cells, luminescence; higher % means a stronger effect; in the data active means inhibition mostly above about 36%, no sharp cut-off; inactive means mostly below about 34%;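 further: HEK-293T reporter cells stimulated with the NOD1 agonist gamma-tri-DAP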
# GPR55 activation – GPR55 agonists via beta-arrestin recruitment, primary screen, imaging, U2OS cells, beta-arrestin-GFP redistribution (AID 1961); one-dose activation, % at 10 µM; EC50 in µM for titrated hits; 290,000 compounds, 0.048% hits; U2OS GPR55 beta-arrestin-GFP redistribution imaging; higher % means a stronger effect; G-protein coupled receptor 55 (Homo sapiens);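 active means activation above 40% with more than 50 cells counted in the well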;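 further: U2OS osteosarcoma cells stably expressing GPR55 and beta-arrestin-GFP; plate controls were DMSO negative control for no effect and LPI positive control for full effect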
# KOR beta-arrestin-1 – KOR agonists, beta-arrestin recruitment, primary screen, cell-based, luminescence, uHTS (AID 1777). Kappa-type opioid receptor (Homo sapiens). KOR beta-arrestin recruitment, luminescence; higher % means a stronger effect. one-dose activation, % at 10 µM; EC50 in µM for titrated hits. 280,000 compounds, 0.02% hits; in the data active means activation above about 50%, passing the limit was not always enough; further: a part of the inactive calls stands beside numbers as strong as those of hits
# MgcRacGAP inhibition – MgcRacGAP GTPase-activating activity inhibitors, confirmation, biochemical, ADP Hunter fluorescence | Rac GTPase-activating protein 1 (Homo sapiens) | MgcRacGAP-stimulated Rac1 GTP hydrolysis, ADP Hunter fluorescence; higher % means a stronger effect; GST-tagged Rac1 F28L mutant substrate | one-dose inhibition, % at 30 µM; IC50 in µM for titrated hits | 340,000 compounds, 0.6% hits | AID 624330, 2012;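 active means first-screen hits whose inhibition reached a set limit at any dose in the follow-up dose series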;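 further: fluorescence reports GDP produced by GAP-driven GTP hydrolysis; strong numbers were not always called active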
# GPR55 antagonists – GPR55 antagonists blocking LPI-driven arrestin recruitment, primary screen, imaging, U2OS, beta-arrestin-GFP, LPI agonist (AID 2013) | inhibition, % at 10 µM, or IC50 in µM where a hit was titrated | G-protein coupled receptor 55 (Homo sapiens) | 290,000 compounds, 0.13% hits | U2OS GPR55 beta-arrestin-GFP translocation imaging, LPI antagonism; higher % means a stronger effect;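 active means spots per cell inhibited over 60%, with over 100 cells counted and total cytoplasm intensity under 500,000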;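 further: U2OS cells stably carrying GPR55 and arrestin-GFP stimulated by 5 µM LPI near EC80; imaged beta-arrestin-GFP aggregate spots per cell after agonist stimulation; plate controls were LPI-stimulated DMSO wells for no effect and DMSO wells without LPI for full effect; some results filed as inactive read as strong as hits; confirmed hits need IC50 under 10 µM and bright autofluorescent wells are also inconclusive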
# KOR beta-arrestin-2 – KOR antagonists, beta-arrestin recruitment, cell-based, luminescence, uHTS (AID 1778). Kappa-type opioid receptor (Homo sapiens). KOR beta-arrestin recruitment, luminescence, antagonist mode; higher % means a stronger effect. inhibition, % at 10 µM; hits with a dose series show IC50 in µM. 290,000 compounds, 0.091% hits; further: strong numbers were not always called active
# Large T inhibition – SV40 large T antigen inhibitors, biochemical (AID 1903) | SV40 large T antigen ATPase/helicase inhibition assay; higher % means a stronger effect | one-dose inhibition, % at 20 µM; IC50 in µM for titrated hits | 310,000 compounds, 0.39% hits; in the data active means a potency from the dose series; further: strong numbers were not always called active
# NOD2 inhibition – NOD2 signaling inhibitors, cell-based, luminescence, uHTS, HEK293 (AID 1566); 290,000 compounds, 0.63% hits; HEK293 NOD2/NF-kB luciferase reporter, luminescence; higher % means a stronger effect; inhibition, % at 4 µM; hits with a dose series show EC50 in µM; further: many of its hits are not listed in these tables
# * marks the source's active call; other numbers are inactive results; . = not tested or not shown; & = joins results of further samples. Unless noted, no stated cut-off is given here; in the data, active means inhibition above about 50%; inactive means the rest. Not all compounds are listed; count on the stated rates, not on these rows.
SMILES,HIV fusion peptide,NOD1 NF-kB reporter,GPR55 activation,KOR beta-arrestin-1,MgcRacGAP inhibition,GPR55 antagonists,KOR beta-arrestin-2,Large T inhibition,NOD2 inhibition
CCOC(=O)Cn1c(-c2cccnc2)nc(-c2ccccc2)c1-c1ccccc1,-2.3%,-12.5%,-0.3%,-1.7%,3.5%,-4.7%,8.1%,16.7%,3.7%
COc1ccc(Cl)cc1NC(=O)CS(=O)(=O)c1cccc2nsnc12,0.2%,-12.5%,-0.1%,9.0%,6.1%,1.3%,-20.9%,13.9%,-8.6%
O=C(c1cccc([N+](=O)[O-])c1)N1CCCC(C(=O)N2CCN(c3ccccc3)CC2)C1 (configuration not stated),2.4%,-12.3%,0.2%,2.5%,3.4%,-0.9%,9.6%,4.2%,15.2%
O=C(c1ccc(Br)cc1)N(C1=NCCCCS1)c1ccccc1,-0.6%,-13.7%,0.9%,-1.7%,11.6%,6.5%,-7.0%,3.1%,5.5%
Cc1cccc(CNC(=O)c2ccccc2NC(=O)C2=CSCCO2)c1,0.0%,15.5%,-0.2%,-2.2%,-1.8%,-1.5%,-0.7%,7.1%,17.9%
Cc1cccc(-n2ncc3c(N4CCc5ccccc54)ncnc32)c1,0.6%,-91.4%,-0.1%,-11.8%,.,-5.7%,10.3%,5.8%,-65.9%
Cc1ccc(C(=O)NNC(=O)C2CCN(c3ncccn3)CC2)cc1,-0.4%,-7.2%,-0.2%,-3.8%,2.7%,-12.7%,0.7%,6.1%,9.2%
Cc1ccc(/C=C/C(=O)Nc2ccc(Oc3ccccc3)cc2)o1,12.2%,-25.8%,0.1%,-2.5%,19.6%,-4.5%,10.8%,19.8%,5.6%
COc1cccc(-c2nnc(NC(=O)c3ccco3)s2)c1,-1.4%,-65.6%,-0.1%,-0.1%,11.3%,6.1%,18.5%,10.0%,-72.2%
CC1(c2ccccc2)NC(=O)N(CC(=O)Nc2ccccc2C(=O)NC2CC2)C1=O (configuration not stated),1.3%,-22.7%,-0.1%,1.9%,1.1%,7.4%,10.4%,15.0%,-3.4%
CCCN(CCC)C1=N/C(=C\c2ccco2)C(=O)N1c1ccccc1,30.8%,14.7%,0.9%,-0.8%,0.2%,-4.8%,-23.8%,31.6%,7.4%
CC(C)NC(=O)c1ccccc1NC(=O)Cc1ccc(Br)cc1,1.1%,-21.4%,0.6%,-2.0%,-0.3%,12.4%,-14.9%,7.8%,-9.5%
CC(NS(=O)(=O)c1ccccc1)C(c1cccs1)N1CCN(c2ccccc2)CC1 (configuration not stated),-0.6%,-13.8%,0.3%,6.6%,8.8%,15.0%,-27.1%,16.0%,-9.2%
CCc1cc2c(=O)c(-c3nc4ccccc4n3C)coc2c(CN2CCCCC2)c1O,-1.0%,0.1%,0.6%,1.4%,7.8%,-3.4%,-12.7%,.,4.4%
COc1ccc(C(=O)On2c(-c3ccc(Br)cc3)nc3ccccc3c2=O)cc1,1.8%,37.4%,-0.2%,19.9%,11.9%,-5.0%,-6.8%,5.4%,36.6%
O=c1c2c([N+](=O)[O-])cc([N+](=O)[O-])cc2sn1Cc1ccccc1,-2.4%,-10.4%,-0.2%,2.7%,31.0%,3.2%,-24.1%,13.1µM*,-11.1%
CCN(CC)S(=O)(=O)c1cccc(NC(=O)CSc2nc3ccccc3[nH]2)c1,-0.2%,18.1%,-0.2%,-5.3%,8.5%,13.6%,-2.5%,1.9%,19.8%
COc1ccc(OC)c(-c2cc(C(F)(F)F)c3c(n2)sc2c(O)cc(=O)[nH]c23)c1,14.2%,-5.5%,-0.2%,5.4%,4.4%,-14.0%,21.8%,8.5%,0.7%
CC1=CCC2C(=O)N(c3ccc(C(=O)Nc4ccccc4Cl)cc3)C(=O)C2C1 (configuration not stated),2.3%,-5.7%,0.0%,-1.6%,9.2%,1.8%,-13.2%,19.0%,0.6%
C=CCNCCOCCOc1ccc(C)cc1[N+](=O)[O-],-1.6%,.,0.6%,-0.1%,20.0%,16.2%,-20.1%,-1.2%,6.3%

# Rewritten bar-delimited: part of the list above
Molecule | HIV fusion peptide | NOD1 NF-kB reporter | GPR55 activation | KOR beta-arrestin-1 | MgcRacGAP inhibition | GPR55 antagonists | KOR beta-arrestin-2 | Large T inhibition | NOD2 inhibition
COc1ccc(OC)c(-c2cc(C(F)(F)F)c3c(n2)sc2c(O)cc(=O)[nH]c23)c1 | 14.2% | -5.5% | -0.2% | 5.4% | 4.4% | -14.0% | 21.8% | 8.5% | 0.7%
CCc1cc2c(=O)c(-c3nc4ccccc4n3C)coc2c(CN2CCCCC2)c1O | -1.0% | 0.1% | 0.6% | 1.4% | 7.8% | -3.4% | -12.7% | . | 4.4%
CC(C)NC(=O)c1ccccc1NC(=O)Cc1ccc(Br)cc1 | 1.1% | -21.4% | 0.6% | -2.0% | -0.3% | 12.4% | -14.9% | 7.8% | -9.5%
CCN(CC)S(=O)(=O)c1cccc(NC(=O)CSc2nc3ccccc3[nH]2)c1 | -0.2% | 18.1% | -0.2% | -5.3% | 8.5% | 13.6% | -2.5% | 1.9% | 19.8%
O=c1c2c([N+](=O)[O-])cc([N+](=O)[O-])cc2sn1Cc1ccccc1 | -2.4% | -10.4% | -0.2% | 2.7% | 31.0% | 3.2% | -24.1% | 13.1µM* | -11.1%

# (list continues)
SMILES,HIV fusion peptide,NOD1 NF-kB reporter,GPR55 activation,KOR beta-arrestin-1,MgcRacGAP inhibition,GPR55 antagonists,KOR beta-arrestin-2,Large T inhibition,NOD2 inhibition
Cc1cccc(Nc2sc(C(=O)c3cc4cc(Cl)ccc4o3)c(N)c2C#N)c1,2.5%,-14.8%,-0.1%,0.6%,7.3%,13.4%,23.4%,6.8%,-8.7%
CCOc1ccccc1CNC(=O)Cn1c(=O)oc2ccccc21,0.5%,6.8%,-0.2%,7.9%,14.0%,0.4%,2.6%,2.5%,2.0%
O=C(NCCc1ccccc1)C1CCN(S(=O)(=O)N2CCOCC2)CC1,2.6%,0.0%,-0.2%,0.9%,2.9%,0.1%,-25.0%,8.3%,-1.9%
COc1ccc(CC(=O)Nc2oc(-c3ccccc3)c(-c3ccccc3)c2C#N)cc1OC,-2.2%,-7.5%,-0.2%,-2.5%,10.2%,-4.0%,-21.7%,5.7%,17.7%
CC(Oc1ccccc1)C(=O)N=C1SC2CS(=O)(=O)CC2N1c1cccc(F)c1 (configuration not stated),0.7%,-35.9%,-0.1%,-0.9%,2.1%,13.3%,36.0%,2.5%,-11.1%
CSc1ccc(/C=N/NC(=O)c2cccc(O)c2)cc1,1.1%,-13.9%,0.2%,0.3%,9.9%,-4.6%,-4.7%,-0.3%,-162.8%
COc1ccc(OC)c(N(CC(=O)N2CCC(C)CC2)S(=O)(=O)c2ccc(OC)c(OC)c2)c1,2.5%,2.3%,0.0%,0.7%,2.0%,12.4%,-26.5%,3.0%,-9.3%
CCOC(=O)C1CCCN(Cc2c(C(=O)N3CCOCC3)nc3ccccn23)C1 (configuration not stated),0.7%,-24.5%,0.9%,-1.3%,5.7%,3.0%,2.3%,7.9%,-16.0%
Cc1occc1-c1nnc(SCC(=O)c2ccc(F)cc2)n1Cc1ccco1,10.1%,-22.6%,-0.4%,1.8%,0.0%,2.6%,0.5%,12.6%,-13.2%
CN(C)c1ccc(N2C(=O)CSC2=S)cc1,24.6%,-14.0%,0.1%,-2.8%,21.6%,8.9%,17.6%,33.8%,9.1%
O=C(O)c1cc(S(=O)(=O)NC(Cc2c[nH]c3ccccc23)C(=O)O)ccc1Cl (configuration not stated),14.8%,-0.6%,0.0%,-1.3%,9.2%,-7.3%,9.4%,10.0%,-8.2%
CC(=O)NS(=O)(=O)c1ccc(NC(=O)c2ccc(Br)o2)cc1,-0.6%,-6.4%,-0.1%,0.4%,4.5%,5.4%,-13.1%,16.2%,3.0%
Cc1ccc(N2C(=O)N(CC(=O)NCc3ccc(Cl)cc3)C(=O)C2C)cc1 (configuration not stated),0.6%,17.0%,0.3%,0.9%,5.9%,0.1%,-12.6%,1.5%,26.1%
Cc1ccccc1CN(c1ccc(C(=O)Nc2ccccc2C(=O)NCc2ccco2)cc1)S(C)(=O)=O,0.5%,-4.1%,-0.1%,3.8%,-3.4%,3.8%,-27.0%,11.1%,18.4%
O=C(NCc1ccco1)Nc1ccc([N+](=O)[O-])cc1,-0.4%&-1.1%,-6.3%&-28.8%,-0.1%&-0.1%,-0.5%&-4.2%,9.9%,4.0%&-7.3%,10.3%&-7.6%,9.5%,-8.8%&-5.6%
C=CCN1C(=O)C2C(C(=O)NCc3ccccc3)C3(C)C=CC2(O3)C1C(=O)NC(C)(C)C (configuration not stated),-0.1%,-14.1%,-0.1%,6.5%,5.7%,18.0%,-8.5%,20.3%,2.9%
O=C(O)CCN1C(=O)C2C3C=CC(C2C1=O)C1C(=O)N(CCC(=O)O)C(=O)C31 (configuration not stated),0.7%,-3.6%,1.2%,-6.2%,4.3%,6.8%,1.0%,1.7%,19.6%
CN(C)S(=O)(=O)Oc1ccsc1C(=O)Nc1cccc(Cl)c1Cl,-1.4%,9.1%,0.2%,2.9%,3.2%,43.3%,-41.4%,-0.8%,2.6%
COc1ccc(-c2cn(-c3ccc(C)cc3)c(=O)n2CC(=O)Nc2cccc(F)c2)cc1,-1.0%,-65.3%,0.2%,-2.2%,-7.2%,11.6%,12.0%,3.9%,-29.7%
CC(C)c1ccc(N(CC(=O)NCC2CCCO2)C(=O)CCC(=O)Nc2nccs2)cc1 (configuration not stated),1.1%,-28.3%,-0.1%,-0.8%,5.5%,-3.0%,8.6%,9.1%,-0.3%
Cc1cccc(C)c1NC(=O)CCN1C(=O)C2C3CCC(C3)C2C1=O (configuration not stated),8.5%,24.3%,-0.1%,-3.2%,-1.6%,-3.4%,21.3%,6.5%,17.2%
Cc1cc(Cl)c(S(N)(=O)=O)cc1OCC(N)=O,-0.1%,-18.3%,-0.3%,-1.7%,5.0%,-12.2%,1.9%,-0.6%,-23.8%
COc1ccc2nc(Cl)c(C3CC(c4ccco4)=NN3C(=O)CCCC(=O)O)cc2c1 (configuration not stated),18.5%,-6.7%,0.0%,-1.3%,10.1%,-0.9%,8.4%,11.2%,8.1%
COc1ccc(-n2nc(C(=O)NCC(=O)NCc3ccc(F)cc3)c3ccccc3c2=O)cc1OC,1.2%,-3.1%,0.0%,-2.3%,8.6%,-1.7%,2.5%,0.6%,17.8%
